TNAP inh noacc – TNAP (human) inhibition, acceptor-free conditions; P05186; purified TNAP, CDP-star luminescence, 30 min; inhibition, % at 20 µM; 200,000 compounds, 0.26% hits;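 active means tissue-nonspecific alkaline phosphatase inhibition above about 50% at 20 µM in the single-dose screen, limit read from the data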;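 further: 0% = DMSO negative control and 100% = EDTA positive control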
Target sequence (P05186 whole entry, looked up): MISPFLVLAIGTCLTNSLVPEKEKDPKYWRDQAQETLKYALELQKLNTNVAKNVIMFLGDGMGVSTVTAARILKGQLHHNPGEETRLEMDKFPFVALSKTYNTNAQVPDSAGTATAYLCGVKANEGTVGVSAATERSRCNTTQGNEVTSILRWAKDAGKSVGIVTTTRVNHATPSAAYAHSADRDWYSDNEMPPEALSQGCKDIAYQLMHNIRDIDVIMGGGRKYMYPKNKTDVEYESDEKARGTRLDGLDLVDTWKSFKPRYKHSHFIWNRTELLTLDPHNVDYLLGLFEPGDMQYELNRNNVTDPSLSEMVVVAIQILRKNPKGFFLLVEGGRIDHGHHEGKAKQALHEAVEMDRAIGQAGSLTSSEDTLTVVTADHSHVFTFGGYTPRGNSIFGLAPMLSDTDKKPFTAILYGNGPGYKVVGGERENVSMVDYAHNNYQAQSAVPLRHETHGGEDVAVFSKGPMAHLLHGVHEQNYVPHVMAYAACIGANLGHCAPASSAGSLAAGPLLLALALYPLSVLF
RAM network inh – inhibitors of the yeast RAM network | S. cerevisiae dse1pr::URA3 reporter, 5-FOA growth OD615, 2 d; analog-sensitive cbk1-as2 kinase mutant strain | inhibition, % at 50 µM | 190,000 compounds, 1.8% hits;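 active means inhibition above a set limit, 3 SD over mean compound inhibition, cut at about 8.4% in these data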;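 further: 0% = DMSO-only wells with no growth and 100% = 10 µM 1-NA-PP1 full growth; inhibition rescues growth on 5-FOA so higher OD means more RAM inhibition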
Efa HMGR inh – inhibitors of class II HMG-CoA reductase from Enterococcus faecalis. 190,000 compounds, 0.41% hits. purified E. faecalis HMGR, NADPH absorbance 340 nm kinetic. AID 1066. inhibition, % at 10 µM;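 active means inhibition above a set limit, the median over all tested compounds plus 3 SD, cut at about 9.5% in these data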;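 further: enzyme runs in reverse so mevalonate oxidation gives rising NADPH absorbance; 0% = complete reaction with DMSO and 100% = background rate lacking mevalonate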
PMI act – increases human mannose-6-phosphate isomerase activity; P34949; purified human PMI, coupled resazurin fluorescence, 20 min; active compounds read high; 1 = vehicle control, 0 substrate-free wells; activation factor at 20 µM; 190,000 compounds, 0.005% hits;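 active means activation factor of 2 or more at 20 µM, relative to plate controls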
Target sequence (P34949 whole entry, looked up): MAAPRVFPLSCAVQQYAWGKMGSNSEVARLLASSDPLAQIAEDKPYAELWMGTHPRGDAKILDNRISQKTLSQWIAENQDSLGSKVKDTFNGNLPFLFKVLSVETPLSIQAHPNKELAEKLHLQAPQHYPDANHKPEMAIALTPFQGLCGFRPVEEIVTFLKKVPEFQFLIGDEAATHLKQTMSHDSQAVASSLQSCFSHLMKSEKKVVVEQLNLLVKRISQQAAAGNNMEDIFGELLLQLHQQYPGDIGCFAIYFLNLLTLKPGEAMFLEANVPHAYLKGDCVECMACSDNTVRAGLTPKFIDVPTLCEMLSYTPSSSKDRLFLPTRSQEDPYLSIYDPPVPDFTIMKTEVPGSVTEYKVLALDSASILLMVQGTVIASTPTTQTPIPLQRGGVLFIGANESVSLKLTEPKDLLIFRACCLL
Hsp70 act – switches on Hsp70 transcription | HeLa Hsp70 promoter luciferase reporter, luminescence; scaled: vehicle 0, proteasome-inhibitor control 100% | activation, % at 10 µM | 200,000 compounds, 0.04% hits;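 active means activation above the mean across all tested compounds plus 3 SD, cutoff set per campaign, cut at about 5.5% in these data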;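 further: 100% = MG132 at 30 µM as the positive control and 0% = DMSO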
Lmaj promast – Leishmania major promastigote growth inhibition; inhibition, % at 10 µM; 200,000 compounds, 9% hits; Leishmania major promastigotes, resazurin fluorescence viability; AID 1063; in the data active means inhibition above about 50%;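 further: promastigotes grown with compound for 44 hours at 28 °C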
DTT redox prof – compounds producing H2O2 with reducing agent – biochemical, NIH compound library profiling, artefact control for MLSCN library redox annotation, primary screen; DTT-dependent redox cycling H2O2, phenol red/HRP absorbance; 100% = 100 µM peroxide control, 0% = buffer; activation, % at 10 µM; 200,000 compounds, 0.03% hits; AID 878;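 active means activation of at least 50% relative to the plate's high and low controls in the primary single-dose screen; inactive means activation below 50%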;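 further: compound incubated with DTT at 0.8 mM final as the reducing agent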
TNAP inh hiacc – inhibitors of human TNAP at high phosphate acceptor concentration; P05186; purified TNAP, CDP-star luminescence, 1 M DEA; inhibition, % at 20 µM; 200,000 compounds, 0.03% hits; AID 1135;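 active means over 50% inhibition of tissue-nonspecific alkaline phosphatase at 20 µM in the single-dose screen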;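 further: plate controls were DMSO wells for no effect and EDTA-quenched wells as full inhibition for full effect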
PMI act satM6P – increases human PMI activity with near-saturating mannose 6-phosphate. P34949. 190,000 compounds, 0.34% hits. activation factor at 20 µM. coupled PMI enzyme assay, resazurin fluorescence, 20 min; active compounds read high; 1 = untreated enzyme, 0 = substrate-free blank. AID 1216;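 active means activation factor of 2 or more at 20 µM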
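Test system: human PMI in coupled enzyme assay; Input: PMI at 15 ng/mL final; Medium: HEPES buffer, pH 7.4; Schedule: 20 min incubation at room temperature; Technique: resorufin fluorescence at Ex 544/Em 590 nm; Compound: 20 µM single dose; Probe or stimulus: Near-saturating mannose-6-phosphate, 1.0 mM.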
S1P3 antag – S1P3 (human) receptor antagonism. inhibition, % at 4.98 µM. 170,000 compounds, 0.27% hits. CHO S1P3 NFAT-BLA reporter, FRET fluorescence, antagonist mode. Q99500;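 active means inhibition above the plate cutoff, the mean inhibition of test wells on that plate plus 3 SD, cut at about 28% in these data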;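 further: cells challenged with S1P at its EC80 of 0.8 µM; blue over green emission ratio from cleaved BLA substrate after 4 h stimulation; 0% = S1P-stimulated wells and 100% = unstimulated DMSO-only wells; some compounds past the cut are filed as inactive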
An asterisk follows results filed as active; / = not tested or not shown.

smiles	TNAP inh noacc	PMI act satM6P	DTT redox prof	RAM network inh	Lmaj promast	S1P3 antag	PMI act	Hsp70 act	TNAP inh hiacc	Efa HMGR inh
COc1ccc(OC)c(S(=O)(=O)N2CCCCCC2)c1	-6	0.9	0.4	1.3	0	-6	1	-0.1	-6	-3
CN(CCc1ccccn1)C1CC(=O)N(c2ccc(Cl)cc2)C1=O (centres undefined)	-17	1.1	-0.1	-0.9	-6	/	1.1	-0.2	-7	-5
CCOc1ccc(OCC)c(NC(=O)CSc2nc3c(c(=O)n(C)c(=O)n3C)n2C(C)C)c1	-8	1	1.6	0.1	41	13	0.9	-0.5	-5	-5
CCOc1ccc(/C(O)=C/C(=O)C(=O)Nc2ccc(S(=O)(=O)NC(C)=O)cc2)cc1	4	1	-0.1	-0.2	-6	-4	0.9	-0.5	0	3
Cc1ccc2sc(NNC(=O)c3cc(-c4cccs4)nc4ccccc34)nc2c1C	-10	1.6	3.6	3.8	2	-18	1.5	-0.1	3	-1
CCn1c(SCC(=O)Nc2cccc(C)n2)nc2c1c(=O)n(C)c(=O)n2C	-5	0.9	-1.5	0.2	1	-18	0.9	-0.1	0	-6
C=CCNc1nc(-c2cc3ccccc3o2)cs1	-4	1.2	1.2	0.6	-4	-12	1	0.0	-2	-8
C=CCn1c(-c2ccc(OC)cc2)nc2nc3ccccc3nc21	-6	0.9	0.2	6.7	25	/	0.8	-0.1	-3	3
Nc1nnc(SCc2nnc(-c3ccccc3)o2)s1	-11	1	-0.9	-0.4	6	-10	1	-0.2	-7	-13
O=C(OCn1ncc(Cl)c(Cl)c1=O)c1ccccc1Cl	-10	1	4.7	-0.8	101*	/	1	7.4*	-5	3
CN1CCN(NC(=O)CN2C(=O)S/C(=C\c3c(Cl)cccc3Cl)C2=O)CC1	34	1	-0.2	1.0	-4	2	0.9	-0.1	-1	-5
CN(CC(=O)Nc1cccc2c1CCCC2)S(=O)(=O)c1ccccc1	-9	1.1	0.2	4.1	-6	/	1.1	-0.2	-4	-4
Cc1nn(CC(=O)Nc2ccc(C(=O)N3CCCCC3)cc2)c(=O)c2ccccc12	-6	1	0.8	2.4	-11	0	1	0.0	3	1
O=C(CSc1nnc(NC(=O)C2CCC2)s1)Nc1ccc(N2CCOCC2)cc1	-5	1	-1.2	1.0	2	-30	1.1	0.0	-4	-1
FC(F)(F)c1nnc2sc(-c3cccs3)nn12	-14	1	-3.0	-0.7	-6	13	1	0.4	-6	1
Cc1ccc(S(=O)(=O)N2CCCOC2CNC(=O)C(=O)NCCc2c[nH]c3ccccc23)cc1 (centres undefined)	-19	1	0.1	0.4	49	-1	0.9	-0.6	0	0
CCN1C(=O)/C(=C\N(C)C)NC1=S	-17	1	-0.5	0.0	22	14	1	-0.2	1	-1
CCOC(=O)C1=C(C)NC(C)=C(C(=O)OCC)C1c1ccc(OC)cc1	-7	0.8	0.0	0.4	65*	10	0.8	-0.2	-1	-6
Cc1ccc(C(C(=O)NCc2ccco2)N(C(=O)Cn2nnc3ccccc32)c2ccccc2)o1 (centres undefined)	-18	1	0.0	4.7	14	8	1.1	0.0	-8	-2
CCOC(=O)CN1C(=O)COc2ccc(C(C)(C)C)cc21	-13	0.9	0.4	0.6	2	/	0.9	-0.1	-5	2
c1ccc2c(NCC3CCCO3)nc(N3CCCCC3)nc2c1 (centres undefined)	-8	/	-0.4	1.4	67*	-2	/	0.4	-2	-2
N#CC1=C(N)SC(N)=C(C#N)C1c1ccnc2ccccc12	-13	1.6	-3.9	-0.1	1	-6	1.3	0.5	-4	-1
CCOC(=O)c1c(C)nc2c(c1-c1ccc(Cl)cc1)C(=O)CC(C)(C)C2	-1	0.9	0.1	-0.2	0	1	0.9	-0.2	-2	2
COc1ccc(C(=O)N2CCN(C(=O)c3cc(OC)c(OC)c(OC)c3)CC2)cc1	-8	1	-0.3	0.8	-9	-9	1	0.3	-3	3
COc1cc(-c2nc3ccccn3c2/N=C/c2cccc(OC)c2O)ccc1O	12	0.4	-1.1	3.0	8	-22	0.6	-0.5	13	-4

More records follow:
smiles	TNAP inh noacc	PMI act satM6P	DTT redox prof	RAM network inh	Lmaj promast	S1P3 antag	PMI act	Hsp70 act	TNAP inh hiacc	Efa HMGR inh
O=S(=O)(c1ccccc1)c1nc(Nc2cccc(O)c2)sc1Cl	2	0.9	0.3	1.6	3	-2	1	-0.1	-6	1
COc1cc(CCC(=O)Nc2nnc(-c3cccnc3)s2)cc(OC)c1OC	-6	0.9	3.0	0.0	12	-10	1	-0.2	2	2
Cc1ccc(C(c2nnnn2C2CCCCC2)N2CCN3CCCC3C2)cc1 (centres undefined)	-12	1	0.1	1.7	20	/	0.9	0.1	-7	1
Cc1cc2nc(SCCN3CCCC3)[nH]c2cc1C	-6	1	-0.6	0.1	3	-14	1	-0.4	-2	-5
O=C(Nc1cccc(S(=O)(=O)N2CCCCC2)c1)c1ccc2c(c1)OCO2	-17	0.9	-0.1	1.6	13	10	0.9	-0.2	-6	-2
CC1(C)C(=O)Nc2ccccc2N1C(=O)CSc1nnc2c(Cl)cc(Cl)cn12	-12	0.9	0.5	0.4	-7	-2	1.1	-0.2	-3	3
CCn1cc(CNC(=O)c2cccc([N+](=O)[O-])c2)cn1	-10	1.1	0.3	0.5	89*	4	1	-0.3	-4	-6
CCOC(=O)C1CCN(c2ncnc3nc[nH]c23)CC1	-11	1	-0.1	0.8	-2	-11	1	0.0	-4	1
CC(=O)c1c(N2CCOCC2)[nH]c(-c2ccccc2)nc1=S	-2	1.1	-0.1	0.7	8	-11	1.1	-0.4	-8	-3
CCNc1nc(NCC)nc(C(=O)OCCO)n1	-3	1.1	-0.8	1.4	-2	/	1	-0.3	-1	-3
O=C(NC(=S)NCCN1CCOCC1)c1ccccc1	-3	1	0.7	-1.1	-3	-13	0.9	-0.4	0	0
COc1ccc(Nc2cc(C)nc3nc(C)nn23)cc1Cl	-4	1	-1.0	1.9	-1	-32	1.1	-0.1	4	1
Nc1ncnc2nc(SCc3ccc(Cl)cc3Cl)[nH]c12	12	1	0.1	1.2	28	/	1	-0.5	-6	-2
Cc1cc(NC(=O)CN2CCN(Cc3ccccc3)CC2)nc2c1c(=O)oc1ccccc12	-5	1	0.4	0.1	3	-2	1	-0.4	-4	-2
CCOC(=O)C1(CC2CCCCO2)CCN(S(=O)(=O)c2ccsc2)CC1 (centres undefined)	-1	1.1	-0.5	-0.4	-3	-10	1.1	0.3	-2	-2
CCCn1c(SCC(=O)Nc2ccccc2N2CCCCC2)nc2c1c(=O)n(C)c(=O)n2C	-10	1	1.8	-0.3	35	-3	1	-0.2	-4	0
COc1ccc(OC)c(NS(=O)(=O)c2ccc3c(c2)CCC(=O)N3)c1	-9	0.9	2.5	-0.3	8	-42	1	-0.4	-2	0
CCCCOc1ccc(NC(=O)CSCC(=O)OCC)cc1	-11	0.9	0.1	-0.1	-5	-18	0.9	0.0	-2	2
CN(C)S(=O)(=O)NCCNC(=O)c1cc(OCC(F)(F)F)ccc1OCC(F)(F)F	-6	1	-0.6	1.4	-6	-28	0.9	0.0	1	0
C/C(CCC12CC3CC(CC(C3)C1)C2)=N\NC(N)=S	6	1	0.5	0.7	100*	/	1	-0.6	-3	-2
CCC1(CC)Nc2ccccc2C(=O)N1c1ccc(NC(C)=O)cc1	-16	1	-1.3	1.2	-9	9	1.1	0.5	-8	-4
C/C(=C\C(=O)c1ccc(F)cc1)Nc1ccc(N2CCOCC2)cc1	-5	0.9	6.6	-0.5	3	5	0.9	-0.2	-3	0
COc1ccc(Cl)cc1S(=O)(=O)N1CCN(CC(=O)C(C)(C)C)CC1	-13	1.3	0.1	0.8	-6	-15	1.2	-0.6	-4	0
Cc1noc(C)c1S(=O)(=O)N(CC(=O)N1CCCCCC1)c1ccc(C(C)C)cc1	-8	1.1	-1.3	4.3	63*	-5	1	-0.3	-3	-4
COc1ccc(N2CCN(CCNC(=O)c3c(C)cc(=O)oc3C)CC2)cc1	-10	1	1.6	-0.5	-7	/	1	1.2	-4	2

(continued)
smiles	TNAP inh noacc	PMI act satM6P	DTT redox prof	RAM network inh	Lmaj promast	S1P3 antag	PMI act	Hsp70 act	TNAP inh hiacc	Efa HMGR inh
COc1ccc(C(=O)Cc2ccccc2)cc1OC	-8	1.1	0.1	1.5	-6	-28	1.1	0.0	-2	-2
COCC1CCN(c2nc3nonc3nc2N2CCSCC2)C1 (centres undefined)	-9	1	-0.9	1.0	-1	3	1	0.1	-6	-6
N#Cc1cn(CC(=O)N2CCCc3ccccc32)c2ccccc12	-8	1.1	0.9	1.1	27	/	1.1	-0.2	-2	-2
CC1=CC(C)(C)NC(=O)N1c1ccc(C)cc1	-15	1.1	-0.6	1.6	-7	-5	1.1	-0.2	-1	3
O=C1NC(NS(=O)(=O)c2ccccc2)(C(F)(F)F)C(=O)N1c1ccc(F)cc1 (centres undefined)	13	1	0.3	0.6	-5	-8	0.9	-0.1	12	1
Cc1ccc(NCc2nnc(SCC(N)=O)n2CC2CCCO2)c(C)c1 (centres undefined)	-9	1.1	1.8	-1.4	-3	/	1.1	-0.3	-5	-2
COc1ccc(CC(NC(C)=O)C(=O)NC2CCN(S(=O)(=O)c3ccc(NC(C)=O)cc3)CC2)cc1OC (centres undefined)	-4	/	-0.2	-0.6	-8	-11	/	0.3	-1	-3
CC(NC(=O)C(=O)N/N=C\c1cccc([N+](=O)[O-])c1)c1ccccc1 (centres undefined)	-8	1	9.0	5.7	-5	8	0.9	0.0	-6	3
CC(C)C(c1nnnn1CCc1ccccc1)N1CCC(C(N)=O)CC1 (centres undefined)	-7	1	0.0	1.7	-4	10	1	-0.2	-4	-1
CCCCOc1ccc(Cl)cc1CSc1nncn1N	-10	1	-3.7	-0.1	1	-9	0.9	-0.6	-1	-1
CCC(C)NC(=O)C1CCCN(C(=O)NC2CCCCC2)C1 (centres undefined)	-13	1	2.3	0.4	-7	/	0.9	0.0	-6	0
COc1ccc(-c2cc(-c3c(O)c(OC)c4occc4c3OC)[nH]n2)cc1OC	-6	0.9	-0.2	5.9	42	11	0.8	0.0	-2	-1
Cc1ccc(S(=O)(=O)n2[nH]c(=O)cc2NC(=O)c2cccs2)cc1	1	0.9	0.4	2.6	-2	-12	1	-0.2	-4	11*
N#Cc1c(N2CCCC2)nc(N)c2c(N)nc(N3CCCC3)cc12	-10	0.9	-0.6	3.6	12	17	0.9	0.1	-2	-4
COc1cc2c(cc1OC)C(c1ccccc1)=NCC2	-11	1	-0.4	1.2	-3	-3	0.9	-0.3	3	-2
